# DENV2 CPE rescue: inhibitors of DENV2 cytopathic effect; DENV2-infected cells, cytopathic effect rescue, plate reader; CPE inhibition, % at 9.99 µM; 1.7% of 350,000 active; in the data active = CPE inhibition above about 20%, passing the limit was not always enough; inconclusive = no clear call, values can overlap the other calls; tested in BHK-21 cells;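 note: 0% = median of neutral control wells and 100% = median of positive control wells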
# C2C12 statin: protects C2C12 myotubes from simvastatin toxicity; ATP luminescence, 48 h; scaled: DMSO 0, geranylgeraniol control 100; rescue of ATP level, % at 7.49 µM; 0.78% of 330,000 active; AID 602340;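 active = mean ATP rescue above about 67%, or every replicate alone reaching that limit, limit read from the data, passing the limit was not always enough; inconclusive = no clear call, values can overlap the other calls; inactive = mean under the limit and some replicate under it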;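 note: myotubes were challenged with 10 µM simvastatin during compound exposure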
# SIRT5 inh: blocks human SIRT5 desuccinylation of peptide. Q9NXA8. Purified SirT5, succinyl-peptide AMC, trypsin-coupled fluorescence. inhibition, % at 15 µM. 1.1% of 330,000 active. AID 652115; in the data active = inhibition above about 15%; inconclusive = no clear call, values can overlap the other calls
# Target sequence (Q9NXA8 whole entry, looked up): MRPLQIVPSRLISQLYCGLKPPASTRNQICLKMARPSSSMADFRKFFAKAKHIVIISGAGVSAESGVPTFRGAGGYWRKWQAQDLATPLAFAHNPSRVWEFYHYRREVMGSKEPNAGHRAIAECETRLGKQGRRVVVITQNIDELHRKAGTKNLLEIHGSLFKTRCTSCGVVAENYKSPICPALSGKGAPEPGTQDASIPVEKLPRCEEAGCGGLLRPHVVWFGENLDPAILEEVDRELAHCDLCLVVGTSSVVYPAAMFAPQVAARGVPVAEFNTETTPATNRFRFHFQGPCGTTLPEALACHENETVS
# S100A4 inh HTS: inhibitors of human S100A4 binding to myosin IIA peptide; P26447; S100A4/TAMRA-MyoIIA peptide fluorescence polarization; inhibition, % at 10.7 µM; 0.14% of 360,000 active; AID 652163;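 active = mean inhibition of at least 70% across replicates, with every replicate also reaching that level; inconclusive = mean inhibition reaches 70% but some replicates fall short; inactive = mean inhibition below 70%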
# Target sequence (P26447 whole entry, looked up): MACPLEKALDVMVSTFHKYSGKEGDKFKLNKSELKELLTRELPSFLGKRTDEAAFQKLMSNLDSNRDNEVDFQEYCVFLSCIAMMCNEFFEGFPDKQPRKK
#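 Test system – S100A4 monomer (human) · Compound – single-point compound testing · Schedule – 5 min incubation before reading · Probe or stimulus – TAMRA-labelled myosin IIA heavy-chain peptide probe, 5 nM · Benchmarks – neutral control DMSO, positive control TFP · Medium – Calcium-containing HEPES buffer, pH 7.2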
# ERp5 inh: blocks human ERp5 reductase activity on insulin | Q15084 | ERp5 insulin aggregation, absorbance 650 nm, 90 min | inhibition, % at 9.99 µM | 0.05% of 350,000 active | AID 651711;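 active = mean replicate inhibition above about 25%, with every replicate also reaching it, limit read from the data, passing the limit was not always enough; inconclusive = only one of those two criteria met; inactive = neither criterion met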
# E-sel inducer: induces E-selectin expression in human endothelial cells; 0.37% of 260,000 active; HUVEC E-selectin immunofluorescence imaging; normalized: neutral wells 0, TNF-alpha wells 100; P16581; activation, % at 7.58 µM;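 active = mean E-selectin-positive cell signal at least 10% of the positive control, reached in at least 60% of replicates, without over 20% cell loss; inconclusive = no rule given, readout overlaps actives, possibly toxicity-flagged; inactive = the rest, including those meeting only one limit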;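 note: in these data hits start at about 27%; measured in HUVEC primary endothelial cells; signal is the percent of cells scored E-selectin positive by PE staining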
# Target sequence (P16581 whole entry, looked up): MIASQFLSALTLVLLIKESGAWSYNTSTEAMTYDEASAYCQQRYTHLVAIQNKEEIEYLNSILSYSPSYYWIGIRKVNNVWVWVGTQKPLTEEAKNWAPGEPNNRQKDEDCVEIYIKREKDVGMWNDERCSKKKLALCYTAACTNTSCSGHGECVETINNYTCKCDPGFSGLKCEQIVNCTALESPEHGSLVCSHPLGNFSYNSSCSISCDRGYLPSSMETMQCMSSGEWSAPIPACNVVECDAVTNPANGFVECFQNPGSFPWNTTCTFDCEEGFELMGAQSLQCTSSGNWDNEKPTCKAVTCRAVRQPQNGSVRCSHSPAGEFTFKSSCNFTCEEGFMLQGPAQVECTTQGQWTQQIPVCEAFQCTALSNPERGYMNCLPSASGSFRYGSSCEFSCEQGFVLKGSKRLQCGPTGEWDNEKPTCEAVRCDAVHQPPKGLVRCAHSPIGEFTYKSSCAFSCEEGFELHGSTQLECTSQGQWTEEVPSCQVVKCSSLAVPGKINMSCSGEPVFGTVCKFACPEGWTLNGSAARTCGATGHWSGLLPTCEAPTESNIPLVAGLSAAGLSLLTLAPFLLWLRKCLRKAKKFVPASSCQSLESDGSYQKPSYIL
#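 Read-out basis: % PE-positive cells; Test system: HUVEC primary endothelial cells; Technique: immunofluorescence imaging; Dosing: single-point compound dose.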
# PglD inh: blocks C. jejuni PglD acetyltransferase activity | purified PglD enzyme, DTNB colorimetric CoA detection | inhibition, % at 12.5 µM | 0.098% of 360,000 active | AID 602405; in the data active = inhibition above about 16%, passing the limit was not always enough; inconclusive = no clear call, values can overlap the other calls; note: strong numbers were not always called active
# Starred values were filed as active, the others as inactive; ? = inconclusive; · = not tested or not shown; & = joins results of further samples.
SMILES,DENV2 CPE rescue,C2C12 statin,SIRT5 inh,S100A4 inh HTS,ERp5 inh,E-sel inducer,PglD inh
O=C(Nc1cccc(Cl)c1)N[C@H]1CC[C@@H](CCNC(=O)C2CCOCC2)O[C@@H]1CO,?,-15,-2,1,-4,17,3
Cc1nn(Cc2ccc([N+](=O)[O-])cc2)c(=O)n1-c1ccccc1Cl,4,·,6,-4,-3,·,·
O=C(Nc1ccc(Cl)cc1)C1CCCC1,-6,1,7,2,4,·,3
CC(NC(=O)c1ccco1)c1nc(-c2ccccc2Cl)no1 (centres undefined),-7,-7,-1,3,3,·,-6
O=C(CC(c1ccco1)S(=O)(=O)c1ccccc1)c1ccccc1 (centres undefined),1,3,20*,-5,-7,0.1,2
O=C(C[C@@H]1CC[C@H](NC(=O)Cc2ccccn2)[C@@H](CO)O1)NCCCN1CCOCC1,3,1,1,-10,3,-0.3,4
FC(F)(F)c1ccc(-n2cnc3ccccc32)nc1,0,-26,-2,1,2,·,0
CCOC(=O)c1c(NC(=O)COc2ccccc2F)sc2c1CC(C)(C)NC2(C)C,?,-21,-4,-2,1,-1.8,4
CC(=O)c1ccc(OCCCC(=O)Nc2ccc(C)c(S(=O)(=O)N3CCCCC3)c2)cc1,12,1,-3,-2,3,·,6
O=C(NCCCN1CCOCC1)C(=O)N/N=C/c1ccccc1,·,1,-5,-2,-8,0.1,·
Cc1nc2ccccc2c(=O)n1NC(=O)/C=C/c1ccccc1Cl,0,·,1,-1,2,-0.1,·
COc1ccccc1CNC(=O)C[C@H]1CC[C@H](NC(=O)CN(C)C)[C@@H](CO)O1,10,-2,-2,2,2,-0.2,-1
COc1ccc(C)cc1N1CC(C(=O)Nc2ccccc2C(=O)NC2CC2)CC1=O (centres undefined),-8,12,-2,17,-2,-0.2,-4
COC(=O)[C@]12CCCCC=C1N(Cc1ccc3c(c1)OCO3)C(=O)[C@H](CC(=O)N1CCCCC1)C2,-5,·,·,-1,8,0.2,·
Cc1csc(Nc2nc(N)c(C(=O)Nc3ccccc3)o2)n1,5,-23,2,-2,6,0.0,-3
Cc1ccc2nc(SCC(=O)NCc3ccccc3Cl)nc(=O)n2c1,-9,·,-1,-5,1,·,·
O=[N+]([O-])c1ccc(O)c(/C=N/Nc2nc3ccccc3[nH]2)c1,0,·,-7,-3,4,-0.2,·
Cc1cccn2c(=O)c(/C=N/O)c(NCc3ccccc3)nc12,-2,·,-2,-2,9,·,·
Cc1cc(C(=O)NCC(=O)OC(C)C(=O)N2CCOCC2)ccc1[N+](=O)[O-] (centres undefined),13,3,-3,1,4,0.6,1
COc1ccc(NC(=S)N(Cc2cccnc2)Cc2cc3cc(OC)c(OC)cc3[nH]c2=O)cc1,-6,·,3,3,5,-1.1,·

# Arranged by SMILES length (low to high): 10 of the compounds above
SMILES,DENV2 CPE rescue,C2C12 statin,SIRT5 inh,S100A4 inh HTS,ERp5 inh,E-sel inducer,PglD inh
Cc1csc(Nc2nc(N)c(C(=O)Nc3ccccc3)o2)n1,5,-23,2,-2,6,0.0,-3
Cc1cccn2c(=O)c(/C=N/O)c(NCc3ccccc3)nc12,-2,·,-2,-2,9,·,·
Cc1nc2ccccc2c(=O)n1NC(=O)/C=C/c1ccccc1Cl,0,·,1,-1,2,-0.1,·
O=[N+]([O-])c1ccc(O)c(/C=N/Nc2nc3ccccc3[nH]2)c1,0,·,-7,-3,4,-0.2,·
COc1ccc(C)cc1N1CC(C(=O)Nc2ccccc2C(=O)NC2CC2)CC1=O (centres undefined),-8,12,-2,17,-2,-0.2,-4
CCOC(=O)c1c(NC(=O)COc2ccccc2F)sc2c1CC(C)(C)NC2(C)C,?,-21,-4,-2,1,-1.8,4
Cc1cc(C(=O)NCC(=O)OC(C)C(=O)N2CCOCC2)ccc1[N+](=O)[O-] (centres undefined),13,3,-3,1,4,0.6,1
CC(=O)c1ccc(OCCCC(=O)Nc2ccc(C)c(S(=O)(=O)N3CCCCC3)c2)cc1,12,1,-3,-2,3,·,6
COc1ccccc1CNC(=O)C[C@H]1CC[C@H](NC(=O)CN(C)C)[C@@H](CO)O1,10,-2,-2,2,2,-0.2,-1
COC(=O)[C@]12CCCCC=C1N(Cc1ccc3c(c1)OCO3)C(=O)[C@H](CC(=O)N1CCCCC1)C2,-5,·,·,-1,8,0.2,·

# Further records.
SMILES,DENV2 CPE rescue,C2C12 statin,SIRT5 inh,S100A4 inh HTS,ERp5 inh,E-sel inducer,PglD inh
O=C(c1ccc(NC(=S)Nc2ccc(Cl)c(Cl)c2)cc1)N1CCCC1,18,·,-4,1,-1,1.3,·
O=C(O)c1ccc(NN=CC2=C(N3CCOCC3)/C(=C/c3ccccc3)CC2)cc1,-3,-4,6,0,-12,0.4,7
CC(=O)N1[C@@H]2Cn3c(ccc(-c4ccccc4)c3=O)[C@H]1[C@@H](C(=O)NC1Cc3ccccc3C1)[C@@H]2CO,·,11,-1,·,-7,0.3,0
COc1ccc(S(=O)(=O)Nc2ccc3c(c2)C(=O)N([C@@H](C)CO)C[C@H](C)[C@@H](CN(C)S(=O)(=O)c2ccc(OC)cc2)OCCCC[C@H](C)O3)cc1,0,·,·,·,·,0.2,2
O=C(COC(=O)C1COc2ccccc2O1)Nc1cccc(S(=O)(=O)N2CCCCC2)c1 (centres undefined),4,·,0,-7,-3,·,·
COc1cccc(C#Cc2cnc3c(c2)C(=O)N([C@@H](C)CO)C[C@H](C)[C@@H](CN(C)C(=O)C2CC2)O3)c1,?,4,-1,11,6,0.1,-1
CCOC(=O)c1cnc2ccc(F)cc2c1Nc1ccc2c(c1)OCCO2,5,·,-5,-1,11,-0.1,·
OC1(c2ccc(Cl)c(Cl)c2)C[n+]2ccccc2N1Cc1ccccc1 (centres undefined),12,-48,·,5,-7,0.0,4
CCCNC(=O)N1[C@H](CO)[C@H]2c3ccccc3N(C(=O)NC(C)C)C[C@H]21,-1,13,7,58,-1,0.1,2
OCC[C@@H]1C[C@@H](O)[C@H](O)[C@]2(CCCCO2)O1,-5,-7,·,6,-5,0.0,-5
COc1cccc(CN(C(=O)COc2ccc(Cl)cc2)C2CCS(=O)(=O)C2)c1 (centres undefined),2,9,-2,-6,-1,·,2
Cc1noc(NS(=O)(=O)c2ccc(NC(=O)c3ccccc3NS(=O)(=O)c3ccc(F)c(F)c3)cc2)c1C,-7,2,0,-6,2,·,-3
CCCCN1C(=O)C(=O)N(CC(=O)c2ccc[nH]2)C1=O,10,14,1,-4,2,·,-2
C[C@@H]1CN([C@H](C)CO)C(=O)CCCn2cc(nn2)CO[C@H]1CN(C)C(=O)Nc1cccc(C(F)(F)F)c1,-5&-3,-1&12,-9&-2,-2&9,-6&2,·,0&-3
CCN1CCCC(NC(=O)c2scc3c2CCCC3)C1 (centres undefined),-9,15,-1,-2,?,0.3,·
CCCNC(=O)N1[C@H](CO)[C@@H](c2ccccc2)[C@H]1CNC(C)=O,1,6,0,8,-1,0.2,1
COC(=O)c1ccc(NC(=S)N2CCN(Cc3ccccc3Cl)CC2)cc1,5,·,-5,7,2,2.5,·
CN1NC(=O)CC1c1ccccc1 (centres undefined),?,-3,-4,0,7,-0.3,8
CO[C@H]1CN(C)C(=O)c2cc(NS(=O)(=O)c3cccc(F)c3)ccc2OC[C@@H](C)N(C(=O)Cc2cccnc2)C[C@H]1C,-1,8,3,-13,1,-0.2,0
CCOC(=O)C(=O)NC12CC3CC(CC(C3)C1)C2,-6,·,-2,-18,-4,·,·
COc1ccccc1C(=O)NCCCNC(=O)c1cnccn1,1,1,0,-2,2,1.0,5
c1ccc(CNc2nc(NCCOc3ccccc3)c3sccc3n2)cc1,-3,-109,·,1,-1,0.4,2
O=C(COC(=O)c1ccccc1Cl)Nc1nccs1,·,1,1,5,2,·,0
CC1CCCCN1C(=O)CCC(=O)Nc1nnc(C(F)(F)F)s1 (centres undefined),-6,0,0,-3,-9,·,-1
COC(=O)c1c(C)nc(C)c(C(=O)OC)c1-c1ccc(OC)cc1,-4,·,-4,1,-1,·,·
O=C(Nc1ccc2c(c1)[C@H]1C[C@H](CC(=O)N3CCc4ccccc4C3)O[C@H](CO)[C@H]1O2)c1ccc2c(c1)OCO2,-2,0,2,28,-5,0.0,-3
COc1cc(C(=O)NN=C2c3ccccc3-c3ccccc32)cc(OC)c1OC,1,·,·,-5,-1,0.1,·
CN(C)C(=O)[C@@H]1[C@@H](CO)[C@@H]2Cn3c(ccc(/C=C/c4ccccc4)c3=O)[C@@H]2N1C(=O)c1cnccn1,18,-4,-14,-3,3,-1.7,2
CC1CCc2nc3ccc(S(=O)(=O)N4CCC(C(=O)NC(C)c5ccccc5)CC4)cc3c(C(=O)O)c2C1 (centres undefined),3,9,0,-1,-5,·,-6
NC(=O)c1c(NC(=S)Nc2ccc(F)cc2)sc2c1CCCC2,·,4,2,4,-2,·,1
COc1ccccc1NS(=O)(=O)c1ccc(C)c(NC(=O)c2c(C)noc2C)c1,-3,0,-3,-3,0,·,5
Cc1ccc(NC(=O)CSc2nnc(Cc3ccccc3)o2)c(C)c1,·,·,1,-3,1,0.0,·
CCOC(=O)/C=C/[C@H]1CCc2cccc(C)c2O1,-3,-5,-1,-6,0,-0.1,5
Cc1ccc(C(=O)NCc2ccncc2)cc1S(=O)(=O)N1CCCCC1,-1,2,-2,8,-9,-0.3,0
COc1cccc(NC(=O)N2C[C@H](O)COC[C@@H]3O[C@H](CC(=O)NC4Cc5ccccc5C4)CC[C@H]32)c1,-1,3,1,1,3,0.0,1
COc1ccc(NC(=O)Nc2ccc3c(c2)C(=O)N(C)C[C@@H](OC)[C@@H](C)CN[C@H](C)CO3)cc1,·,5,·,·,·,0.0,0
CCc1ccc(/C=C2\Oc3c(ccc(O)c3CN3CCN(C)CC3)C2=O)cc1,-3,·,5,4,-3,1.4,·
CSc1nc(-c2ccco2)nn1C(=O)c1ccc(C)cc1,-4,3,0,-1,-7,-0.1,1
Cc1nc(-[n+]2nc(-c3ccncc3)nn2-c2ccccc2)sc1C,13,·,0,-7,2,-0.1,·
COc1ccc(C(CNC(=O)C(C)(C)Oc2ccc(Cl)cc2)N2CCCCC2)cc1 (centres undefined),-2,-5,-3,-7,0,·,-3
CC(=O)Nc1cccc(OCC(=O)NS(=O)(=O)c2ccc(C)cc2)c1,·,24,-12,0,3,·,·
O=C1CNC[C@@H]2[C@@H](c3ccc(-c4ccccc4F)cc3)[C@@H](CO)N12,-6,·,0,25,0,0.3,·
COc1ccc(C#Cc2cnc3c(c2)C(=O)N([C@@H](C)CO)C[C@H](C)[C@@H](CN(C)CC2CCOCC2)O3)cc1,6,-9,-3,4,0,1.0,-1
O=C(C[C@H]1C[C@@H]2c3cc(NC(=O)NC4CCCCC4)ccc3O[C@@H]2[C@H](CO)O1)NCC1CC1,2,4,-1,5,-1,0.2,2
CN(C(=O)CCN1C(=O)c2ccccc2C1=O)c1ccccc1,1,-6,-2,-4,4,·,3
C[C@H]1CN([C@@H](C)CO)S(=O)(=O)c2ccc(-c3cccc(C(=O)N(C)C)c3)cc2O[C@H]1CN(C)C(=O)Nc1ccccc1,1,-12,6,-13,-6,0.3,1

# Bioassay records: PubChem, Broad Institute

# A portion of the library; the hit share may differ from the screen's.
